EP2 antag = human EP2 receptor antagonists, primary screen, TR-FRET cAMP, C6 glioma cells; Prostaglandin E2 receptor EP2 subtype (Homo sapiens), P43116; C6 glioma cells expressing human EP2; cells stimulated with saturating PGE2; inhibition, % at 25 µM; 0.52% of 260,000 active; AID 1422, 2008;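 active = percent inhibition above 40 after rounding to a whole number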;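 note: rat C6 glioma host cells with rolipram phosphodiesterase inhibitor present; the protocol text gives 20 µM as final concentration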
Target sequence (P43116 whole entry, looked up): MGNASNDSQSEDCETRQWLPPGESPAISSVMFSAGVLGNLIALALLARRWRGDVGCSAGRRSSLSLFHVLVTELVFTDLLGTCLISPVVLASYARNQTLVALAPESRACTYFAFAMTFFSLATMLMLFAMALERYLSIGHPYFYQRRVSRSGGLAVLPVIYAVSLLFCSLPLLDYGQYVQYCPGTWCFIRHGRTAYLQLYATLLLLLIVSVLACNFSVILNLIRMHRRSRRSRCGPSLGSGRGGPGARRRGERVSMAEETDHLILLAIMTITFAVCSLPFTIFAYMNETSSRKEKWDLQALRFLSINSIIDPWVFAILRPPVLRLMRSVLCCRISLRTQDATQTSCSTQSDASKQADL
EP2 mod = EP2 receptor modulators, cAMP readout, primary screen, cell-based, HTRF cAMP, PGE2 stimulation; induction, % at 25 µM; EP2-expressing cells, cAMP HTRF FRET, PGE2 co-stimulation; 0.83% of 260,000 active;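 active = compounds whose cAMP rise, as percent of the full-agonist control response, exceeds 60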;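 note: rat C6 glioma line stably carrying human EP2 under a CMV promoter; the protocol text gives 20 µM as final concentration; 100% = response of wells given 1 µM PGE2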
* marks the source's active call; other numbers are inactive results.

The line under a structure holds: EP2 antag	EP2 mod
- COc1cc(C(=O)NCC(c2ccccc2F)N(C)C)c2ccccc2n1 (centres undefined)
  8	-41
- O=C(CSc1nnc(-c2cccc(F)c2)o1)N1CCCc2ccccc21
  11	11
- CCOc1ccc(NC(=O)C2CCN(C(=O)c3ccc(OC)cc3)CC2)cc1
  10	-8
- COC(=O)c1ccc(C(=O)OC)c(NC(=O)C2COc3ccccc3O2)c1 (centres undefined)
  17	55
- OC1(c2ccccc2)CCN(Cc2ccc(N3CCCC3)c(F)c2)C1 (centres undefined)
  0	-78
- NC(=O)Cn1cc(CN2CCN(CCOc3ccccc3)CC2)c2ccccc21
  10	-64
- COCCn1cc(CN2CCC(NC(C)=O)(c3ccccc3F)CC2)c2ccccc21
  3	-5
- COc1ccc([C@@H]2CN(C(=O)Cc3ccccc3F)C[C@H]2C(=O)O)cc1
  9	-8
- Cc1ccc2cc(CN(CCCN3CCOCC3)C(=O)Nc3ccccc3Cl)c(=O)[nH]c2c1
  12	-13
- COc1ccccc1OCc1nnc(SCC(=O)Nc2cc(C(F)(F)F)ccc2Cl)n1C
  7	-13
- CCOc1ccc(NC(=O)N2CCCC2C(=O)NC2CCCC2)cc1 (centres undefined)
  19	3
- Cn1c(=O)n(CC(=O)OCc2ccccc2)c2cccnc21
  5	-39
- O=C(COC(=O)c1ccco1)NCCc1ccccc1
  12	-6
- CCC(C(=O)OC)n1cnc2sc(C(=O)Nc3ccccc3OC)c(C)c2c1=O (centres undefined)
  4	-22
- Cc1ccc(N2CCCC2=O)cc1S(=O)(=O)NCCCN(C)c1ccccc1
  4	-110
- Cc1ccccc1OCCCC(=O)Nc1nc2ccc(S(C)(=O)=O)cc2s1
  9	-61
- Cc1cc(C)c(S(=O)(=O)Nc2cccnc2)cc1C
  8	-10
- CCSCCCc1nnc(NC(=O)Nc2cccc(C(F)(F)F)c2)s1
  8	-39
- CC(=O)Nc1c(C)cc(C)c(NS(=O)(=O)c2ccc3c(c2)NC(=O)CO3)c1C
  5	-24
- COc1ccc2[nH]c(=O)c(C(c3nnnn3C(C)(C)C)N3CCN(c4ccccc4F)CC3)cc2c1 (centres undefined)
  8	30

Going on with the list:
The line under a structure holds: EP2 antag	EP2 mod
- C=CCNC(=O)CSc1nnc(-c2ccncc2)n1Cc1ccco1
  9	28
- O=C(NC1CCN(C(=O)Nc2ccc(F)cc2)CC1)C1CCCCC1
  10	-6
- CC(=O)Nc1ccc(NC(=O)C2CCN(S(C)(=O)=O)CC2)cc1
  4	-3
- CS(=O)(=O)N1CCSC1c1ccc(Cl)cc1 (centres undefined)
  4	-29
- O=C(NCCNCc1ccco1)c1ccco1
  20	-3
- CCOc1ccccc1-n1c(SCC(=O)Nc2ccccc2Cl)nnc1-c1ccncc1
  8	-15
- CCOC(=O)N1CCN(C(=O)CN(c2cc(C)cc(C)c2)S(C)(=O)=O)CC1
  8	-3
- COCCNc1ncc([N+](=O)[O-])c(NCCOC)n1
  8	-15
- CC(OC(=O)c1cccs1)C(=O)NCCc1ccccc1 (centres undefined)
  11	-4
- Cc1ccc(C(=O)Nc2sc3c(c2C(N)=O)CCCC3)cc1Cl
  11	-77
- CCCn1c(SCC(=O)Nc2cccc(C)c2)nnc1-c1ccncc1
  8	-33
- Cc1cccc(NC(=S)NC2CC3CCCC(C2)N3C2CC2)c1C (centres undefined)
  12	-93
- COCCN1CCN(C(=O)c2ncoc2-c2ccccc2)CC1
  9	-11
- COc1ccccc1CN(C(=O)c1ccco1)C(C(=O)NC1CCCCC1)c1ccc(C)o1 (centres undefined)
  8	35
- CC(=O)Nc1c(O)c2ccccc2oc1=O
  10	25
- COc1ccccc1NC(=O)Cn1nc(C)n2c(cc3occc32)c1=O
  10	-27
- Oc1cc(O)c2c(c1)O[C@H](c1ccc(O)c(O)c1)[C@H](O)C2
  12	-12
- Cc1[nH]c2ccc(-c3nnc(SCc4ccc(F)cc4)o3)cc2c1C
  10	-14
- CCN(CC)S(=O)(=O)c1ccc(-c2nnc(SCC(=O)N3C(C)CCCC3C)n2CC)cc1 (centres undefined)
  12	17
- COc1ccc(C(C(=O)NC2CCCC2)N(Cc2cccs2)C(=O)c2ccco2)cc1 (centres undefined)
  3	0

One compound at a time, as listed above. Order of screens: EP2 antag | EP2 mod
Record of Oc1cc(O)c2c(c1)O[C@H](c1ccc(O)c(O)c1)[C@H](O)C2 = 12 | -12
Record of COc1ccccc1NC(=O)Cn1nc(C)n2c(cc3occc32)c1=O = 10 | -27
Record of O=C(NCCNCc1ccco1)c1ccco1 = 20 | -3

(next part)
The line under a structure holds: EP2 antag	EP2 mod
- CCC(c1nnnn1CC1CCCO1)N(CCc1ccccc1)Cc1cc2cc(C)ccc2[nH]c1=O (centres undefined)
  13	45
- O=S(=O)(c1ccccc1)c1cccc(S(=O)(=O)N2CCCC2)c1
  14	-50
- COc1cccc(OC)c1C(=O)Nc1nc(-c2ccc3c(c2)CCN3C(=O)C(C)C)cs1
  7	-35
- Cc1ccccc1NC(=O)c1cc(=O)[nH]c2ccccc12
  13	-17
- CCn1c(SCC(=O)NNC(=O)c2ccc(Cl)cc2)nnc1C1CCCCC1
  8	-24
- COc1ccc(CCNc2c(-c3ccc(O)cc3)nc3cnccn23)cc1OC
  7	-24
- N=S(=O)(O)Cc1noc2ccccc12
  11	-1
- COCC(=O)N(Cc1cc2ccccc2[nH]c1=O)c1cccc(C)c1
  8	-152
- CCN(CC)C(=O)/C(=C/c1ccc2c(c1)OCO2)NC(=O)c1ccco1
  11	-56
- CN1CCN(C(=O)/C(=C/c2ccco2)NC(=O)c2ccccc2)CC1
  14	-15
- COc1cccc(N2CC(C(=O)OCC(=O)c3ccc(Cl)cc3Cl)CC2=O)c1 (centres undefined)
  12	5
- COCCCN(Cc1ccccn1)Cc1nc(-c2ccc(C(F)(F)F)cc2)no1
  7	-12
- Cc1nc(NCCCO)c(C#N)c(C)c1[N+](=O)[O-]
  9	-38
- O=C(CCN1C(=O)/C(=C/c2cccs2)SC1=S)NC1CCCCC1
  14	8
- COc1ccc(NC(=O)c2ccco2)cc1NC(=O)c1ccc(C(C)(C)C)cc1
  7	-103
- COc1ccc2oc(=O)c(C(=O)N(C)C3=C(C#N)CCC3)cc2c1
  13	-17
- Cc1ncc([N+](=O)[O-])n1CCCc1nnc(N)s1
  12	21
- CC(C)C(=O)N1CCC(c2nc3c(nnn3Cc3ccccc3Cl)c(=O)[nH]2)CC1
  7	-14
- COCCn1nnnc1C(C(C)C)N(Cc1ccc(C)cc1)Cc1cc2c(C)cc(C)cc2[nH]c1=O (centres undefined)
  4	23
- Nc1cc(-c2ccco2)nn(CC(=O)NCc2ccccc2F)c1=O
  1	-23

(more compounds)
The line under a structure holds: EP2 antag	EP2 mod
- CCc1nc(N2CCOCC2)ncc1C(=O)NC1(c2ccccc2)CCCC1
  8	-35
- CSc1nc2sc3c(c2c(=O)n1CCc1ccccc1)CC[N+](C)(C)C3
  13	30
- CCn1c(SCC(=O)Nc2ccccc2)nnc1-c1ccco1
  13	-26
- COCCNc1c2c(nc3cc(-c4ccc(F)cc4)nn13)CCCC2
  10	-8
- O=C(Nc1nnc(SCC(=O)N2CCCCC2)s1)c1ccco1
  12	-10
- CC(C)N(C(=O)CSc1nc2c(c(=O)n(C)c(=O)n2C)n1Cc1ccccc1)C(C)C
  18	10
- COc1ccc(S(=O)(=O)N2CCC(C(=O)NCc3cccnc3)CC2)cc1C
  5	-2
- Cc1cccc2cc(CN(CCN(C)C)C(=S)NCCCN(C)C)c(=O)[nH]c12
  17	-38
- CC(C)(C)c1ccc(C(=O)N/C(=C\c2ccc3c(c2)OCO3)C(=O)O)cc1
  19	-6
- Cc1cccc2cc3c(N)c(C(=O)N4c5ccccc5CC4C)sc3nc12 (centres undefined)
  17	24
- COc1cccc(NC(=O)c2ccc3c(c2)N(CC(=O)Nc2ccccc2OC)C(=O)C(C)(C)O3)c1
  10	-17
- COCCCN1CNc2c(c(=O)n(C)c(=O)n2C)C1
  6	-4
- N=c1sccn1CC(=O)O
  11	-21
- CC(C)(C)NC(=O)CSc1nc2cc3c(cc2cc1Cc1ccccc1)OCO3
  10	81*
- COCCN1CC2=C(C1=O)C(c1ccc(Cl)c(Cl)c1)NC(=O)N2 (centres undefined)
  12	-33
- CCOC(=O)CCc1c(C)nc2c(-c3ccccc3)c(CC)[nH]n2c1=O
  6	-39
- Cn1c(=O)c2cc(S(=O)(=O)NCC(O)COc3ccccc3)ccc2n(C)c1=O (centres undefined)
  3	-26
- CCc1cc2cc3c(cc2n2c(=O)n(Cc4cccnc4)nc12)OCO3
  7	16
- CCC(=O)Nc1ccccc1N1CCN(c2ccc(F)cc2)CC1
  16	-1
- CCOc1ccc(NC(=O)CSc2nc(C)nc3sc(C)c(C)c23)cc1
  11	1

Following part
SMILES,EP2 antag,EP2 mod
COc1ccccc1CNCCCCCCNCCCCCCCCNCCCCCCNCc1ccccc1OC,8,9
COc1ccc2[nH]c(=O)c(CN(CC3CCCO3)S(=O)(=O)c3ccccc3Cl)cc2c1 (centres undefined),13,14
COCC(=O)NC(c1ccc(F)c(F)c1)c1nccn1C (centres undefined),7,5
O=C(CCSc1nc(-c2ccc3c(c2)OCO3)cc(C(F)(F)F)n1)NCc1ccccn1,13,-42
O=C(NCCCN1CCCC1)c1ccccc1Cl,10,-20
N#CC(=C(\N)Sc1ccccc1N)/C(C#N)=C(/N)Sc1ccccc1N,16,-5
CCOC(=O)c1c(NC(=O)CSc2nnc(-c3cccc(O)c3)o2)sc(C)c1C,7,45
C=CCN1C(=O)C2C(C(=O)NC3CCCCC3C)C3(C)C=CC2(O3)C1C(=O)NCc1ccccc1 (centres undefined),7,-23
NC(=O)c1c(-c2ccncc2)csc1N,12,-3
CCOCCCNC(=S)N(Cc1cc2c(C)ccc(C)c2[nH]c1=O)C1CCCC1,11,3
C=CCNC(=O)C1CC(c2cccc(Br)c2)=NO1 (centres undefined),5,-36
CC(CCC(=O)O)[C@H]1CCC2C3CC[C@@H]4CCCC[C@]4(C)C3CC[C@@]21C (some centres undefined),14,39
CC1CCN(c2nc3c(c(=O)[nH]2)CCN(Cc2ccc4nccnc4c2)C3)CC1,9,-37
O=C(CSc1ncnc2c1cnn2-c1ccccc1Cl)Nc1cccc2ccccc12,13,-80
CC(=O)c1ccc(S(=O)(=O)N2CCCCCC2)cc1,94*,-27
NC1=N[C@@H](c2ccc(Cl)cc2)N(c2ccc(S(=O)(=O)Nc3ncccn3)cc2)C(N)=N1,34,38
COCCOC(=O)C1=C(C)OC(N)=C(C#N)C1c1cc2c(C)ccc(C)c2[nH]c1=O (centres undefined),8,-30
COCc1nc(-c2cc3ccc(C)cc3[nH]c2=O)no1,12,-71
COc1cccc(CN2CCc3nc(N4CCCC(C)C4)[nH]c(=O)c3C2)c1 (centres undefined),8,-50
CCc1nn(CC(=O)N2CCCC2)c(=O)c2cc3occc3n12,1,-12
Cc1ccc2[nH]c(=O)c(CN(Cc3ccc(F)cc3)Cc3nnnn3C3CCCC3)cc2c1,19,63*
COc1cc(SC)ccc1C(=O)N1CCC(C)CC1,15,-33
Cc1c(Cl)c(C(F)(F)F)nn1CC(=O)O,12,17
CCOC(=O)Cc1[nH]nc2c1C(c1ccc(OC)c(OC)c1)C(C#N)=C(N)O2 (centres undefined),2,-2
COC(=O)c1ccccc1NC(=O)CSc1nc(C)nc2sc(C)c(C)c12,10,20

Compounds from the list above that have a thiophene ring, fused or not, in the order listed:
SMILES,EP2 antag,EP2 mod
CCC(C(=O)OC)n1cnc2sc(C(=O)Nc3ccccc3OC)c(C)c2c1=O (centres undefined),4,-22
CC(OC(=O)c1cccs1)C(=O)NCCc1ccccc1 (centres undefined),11,-4
Cc1ccc(C(=O)Nc2sc3c(c2C(N)=O)CCCC3)cc1Cl,11,-77
COc1ccc(C(C(=O)NC2CCCC2)N(Cc2cccs2)C(=O)c2ccco2)cc1 (centres undefined),3,0
O=C(CCN1C(=O)/C(=C/c2cccs2)SC1=S)NC1CCCCC1,14,8
CSc1nc2sc3c(c2c(=O)n1CCc1ccccc1)CC[N+](C)(C)C3,13,30
Cc1cccc2cc3c(N)c(C(=O)N4c5ccccc5CC4C)sc3nc12 (centres undefined),17,24
CCOc1ccc(NC(=O)CSc2nc(C)nc3sc(C)c(C)c23)cc1,11,1
CCOC(=O)c1c(NC(=O)CSc2nnc(-c3cccc(O)c3)o2)sc(C)c1C,7,45
NC(=O)c1c(-c2ccncc2)csc1N,12,-3
COC(=O)c1ccccc1NC(=O)CSc1nc(C)nc2sc(C)c(C)c12,10,20

Next compounds.
SMILES,EP2 antag,EP2 mod
CC(NC(=O)CCC1CCCC1)c1nc(-c2cccnc2)n[nH]1 (centres undefined),5,-12
COc1ccc2cc(CN(Cc3cccnc3)S(=O)(=O)c3ccc4c(c3)OCCO4)c(=O)[nH]c2c1,9,-108
COc1cc(OC)c(OC)cc1CN[C@@H]1CCC(=O)N[C@H]1c1cc(F)cc(F)c1,11,-19
COCCSc1nnc(NC(=O)COc2ccc(Cl)cc2Cl)s1,9,-5
COC(=O)c1ccc(Cl)c(NC(=O)c2ccco2)c1,14,-7
CC(C)Sc1nnc(-c2ccc(S(=O)(=O)N3CCOCC3)cc2)n1C,5,-8
Cc1cc2c(=O)n(CC(=O)NCCCN3CC(C)CC(C)C3)cnc2s1 (centres undefined),3,-31

Some of the compounds tested; the hit share may differ from the screen's.
